# mcGAS inh: mouse cGAS inhibition by luminescence. hit rate 0.15% among 160,000. recombinant cGAS, Kinase-Glo ATP depletion luminescence. AID 1259399. inhibition, % at 12.5 µM;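 further: 0% = negative control wells and 100% = reference inhibitor with no enzyme activity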
# NPYLR7 agonist: activates Aedes aegypti NPYLR7 receptor. HEK293T NPYLR7/Galpha15, GCaMP6s calcium fluorescence. activation, % at 10 µM. hit rate 0.15% among 270,000. AID 1259423; in the data active means activation above about 40%;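 further: 0% = vehicle and 100% = reference agonist at the receptor; some compounds past the cut are filed as inactive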
# hcGAS inh: blocks human cGAS activity; recombinant h-cGAS, ATP depletion, Kinase-Glo luminescence; inhibition, % at 12.5 µM; hit rate 0.081% among 290,000; Q8N884;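 further: 0% = vehicle reaction and 100% = reaction without DNA for no activity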
# Target sequence (Q8N884 whole entry, looked up): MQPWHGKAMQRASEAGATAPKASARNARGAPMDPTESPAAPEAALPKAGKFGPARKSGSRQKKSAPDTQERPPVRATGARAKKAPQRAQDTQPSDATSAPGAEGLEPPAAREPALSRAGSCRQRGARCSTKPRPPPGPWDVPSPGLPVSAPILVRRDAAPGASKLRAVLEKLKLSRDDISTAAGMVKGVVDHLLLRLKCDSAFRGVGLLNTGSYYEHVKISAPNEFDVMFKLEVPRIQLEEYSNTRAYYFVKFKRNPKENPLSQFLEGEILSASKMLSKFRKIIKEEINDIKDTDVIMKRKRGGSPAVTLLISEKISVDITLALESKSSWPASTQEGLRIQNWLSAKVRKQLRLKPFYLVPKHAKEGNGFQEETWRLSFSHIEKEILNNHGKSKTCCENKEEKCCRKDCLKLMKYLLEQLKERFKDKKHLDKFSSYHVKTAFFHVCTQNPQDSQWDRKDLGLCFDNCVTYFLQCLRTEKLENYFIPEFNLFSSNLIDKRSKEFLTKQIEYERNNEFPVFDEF
# * marks the source's active call; other numbers are inactive results; / = not tested or not shown; & = joins results of further samples. Unless noted, no stated cut-off is given here; in the data, active means inhibition above about 40%; inactive means the rest.
mol,NPYLR7 agonist,hcGAS inh,mcGAS inh
COc1ccc(C)cc1NC(=O)N1CCN(C(c2ccccc2)c2ccc(Cl)cc2)CC1 (stereo not given),16,-4,-5
CN(C(=O)c1cc(C(=O)N(C)C2CCCCC2)cc([N+](=O)[O-])c1)C1CCCCC1,5,-8,/
c1cn2ccnc2c(N2CCOCC2)n1,4,-15,/
CCOC(=O)C1CCCN(C(=O)c2coc(CN(Cc3cccc(C(F)(F)F)c3)Cc3ccc(Cl)cc3Cl)n2)C1 (stereo not given),6,-7,-6
CCCn1cc(CNC(=O)C2CCOC2)cn1 (stereo not given),7,-2,/
CCCCn1c(N)cc(=O)[nH]c1=O,3,-6,/
Cc1nc(Cl)cc(N2CCN(C3CCOC3)CC2)n1 (stereo not given),12,-6,/
CCC1CN(C(=O)CCc2n[nH]c(C)c2C)CCN1C(C)C (stereo not given),13,-7,/
Cc1cc(C(=O)Nc2ccc(C(C)C)cc2)c(C)o1,1,-7,-10
c1ccc(Cn2cccc2CNCc2ccc(N3CCCC3)nc2)cc1,3,-6,/
COc1ccc(Nc2ncccc2C(=O)NCC2COc3ccccc3O2)cc1 (stereo not given),-12,-3,/
CC(C)(C)NC(=O)N1CCC2(CC1)OCCc1c2[nH]c2ccccc12,19,-7,-5
O=C(NCC1CCCN(C(=O)CN2CCOC2=O)C1)c1ccc(-c2ccccc2)cc1 (stereo not given),15,-3,/
O=S(=O)(Nc1ccc(S(=O)(=O)Nc2ncccn2)cc1)c1ccc(Cl)cc1,1,-7,-6
Cc1cc(C)c2cc(C(=O)N(Cc3ccccn3)C3CC3)[nH]c2c1,7,-6,/

# 4 of the compounds above, as labelled records:
Compound: CCCn1cc(CNC(=O)C2CCOC2)cn1 (stereo not given)
  NPYLR7 agonist = 7; hcGAS inh = -2; mcGAS inh = /

Compound: CCCCn1c(N)cc(=O)[nH]c1=O
  NPYLR7 agonist = 3; hcGAS inh = -6; mcGAS inh = /

Compound: Cc1nc(Cl)cc(N2CCN(C3CCOC3)CC2)n1 (stereo not given)
  NPYLR7 agonist = 12; hcGAS inh = -6; mcGAS inh = /

Compound: CCC1CN(C(=O)CCc2n[nH]c(C)c2C)CCN1C(C)C (stereo not given)
  NPYLR7 agonist = 13; hcGAS inh = -7; mcGAS inh = /

# Additional compounds follow.
mol,NPYLR7 agonist,hcGAS inh,mcGAS inh
CCOC(=O)c1ccc2c(c1)nc(SCc1ccccc1C#N)n2Cc1ccccn1,-5,-9,-7
C=CCc1cccc(C=C2C(=O)NC(=S)NC2=O)c1O,-3,2,2
Fc1cc(Br)ccc1N=Cc1ccccn1,5,-4,-7
CCCCCc1ccc(C(=O)N(CC)CC(=O)N2CC(=O)N(c3ccc(Cl)cc3)C2)cc1,16,-2,-4
Cc1ccc(Oc2ccc(Cl)cc2NCC(=O)NC2CCS(=O)(=O)C2)cc1 (stereo not given),15,-2,/
Cc1ccc(N2C(=O)CSC2c2cccc(NC(=O)C(C)Cl)c2)cc1F (stereo not given),-6,-4,-4
Cn1c(NCC2(N3CCCCC3)CCCCC2)c(C#N)c(=O)n(C)c1=O,6,-14,/
CCC(=O)Nc1ccc(Nc2ccc(-n3nc(C)cc3C)nn2)cc1,-4,-7,-8
CC1C(=O)N(c2ccc3c(c2)CCC3)CCN1S(=O)(=O)c1ccc(F)cc1 (stereo not given),-3,-3,-4
COc1ccc(NC(=O)c2cc(C3CCCCN3C(=O)C3CCCCC3)on2)c(C)c1 (stereo not given),0,-4,-7
O=C(O)c1cccnc1CN(Cc1ccccc1)[C@@H]1CCCC[C@H]1O,-6,1,-8
Cc1cc(C(=O)O)sc1C(N)C(=O)O (stereo not given),-16,4,/
CCOC(=O)c1c(NC(=O)Cn2nc([N+](=O)[O-])c(Br)c2C)sc(C)c1C,-1,-3,/
C#C[C@]1(O)CC[C@H]2[C@@H]3CCC4=C(CCC(=O)C4)[C@H]3CC[C@@]21C,-3,-4,-4
Cc1ccccc1S(=O)(=O)Nc1nc2nc3ccccc3n2cc1C#N,-8,7,/

mol,NPYLR7 agonist,hcGAS inh,mcGAS inh
Cc1ccc(OCCN2CCC2(C)C(=O)NCCCN2CCCC2=O)cc1 (stereo not given),0,-7,/
Cc1ccc(C(=O)NCCc2nnc3ccc(SCC(=O)c4ccc(Cl)cc4)nn23)cc1,2,-8,-8
COc1cc(C=NNC(=O)CCN2CCN(C)CC2)ccc1O,-2,-3,-8
O=C(c1ccc(Cl)cc1)N1CCc2ccccc2C1c1ccccc1Cl (stereo not given),19,-8,-1
Nc1cc(-c2ccc(Cl)cc2)nn1-c1ccc(C(=O)N2CCC(O)(Cc3ccccc3)CC2)cc1,-6,-6,-3
COCCn1c(=O)c2c(nc3n2CCN3c2cccc(OC)c2)n(C)c1=O,4,-9,/
CCOC(=O)c1cc(-c2cccc(NC(=O)c3ccc(OC)cc3)c2)n(-c2cccc(C)c2)n1,22,-7,-8
Cc1ccc(NC(=O)CN2CCC(C(=O)NCCOc3ccc(F)cc3)CC2)c(C)c1,-2,-12,/
O=C(c1c(F)cccc1Cl)N1CCOC(COCc2ccccc2F)C1 (stereo not given),8,-2,/
CC(C)CNC(=O)CN(C)C(=O)c1csc(Nc2cc(Cl)ccc2Cl)n1,3,166*,/
Cc1ccc(CN(CCc2ccccc2)C(=O)CN(CCN2CCCCC2)C(=O)Nc2cccc(F)c2)o1,-2,-2,-5
Nc1cc(N)c(C(=O)O)cc1C(=O)O,9,2,/
CC1(C)C[C@H]2C[C@@H](O)[C@H](N3CCN(c4ccc(C#N)cc4)CC3)[C@]2(O)CO1,1,9,-6
Cc1cccc(C(=O)N(Cc2csc(COc3ccccc3)n2)C(C)C)c1,15,-7,-7
CC(C)c1cc(C2CCN(C(=O)C(C)n3ccnc3C(C)C)CC2)[nH]n1 (stereo not given),-3&3,-5&-11,/

mol,NPYLR7 agonist,hcGAS inh,mcGAS inh
Cc1cccc(NC(=O)CC2CSc3nc4c(cnn4-c4ccccc4)c(=O)n32)n1 (stereo not given),2,-8,-6
CCCc1ccccc1N1C(=O)CSC1c1ccc(NC(=O)c2ccccc2C)cc1 (stereo not given),-1,-7,-4
CCOC(=O)C1CCN(C(c2ccc(Cl)cc2)C2Sc3nc(C)nn3C2=O)CC1 (stereo not given),1,-10,/
COc1cc(=O)n(-c2ccc(C)cc2)nc1C(=O)N1CCCc2ccccc21,11,-8,-6
CC(C)CNC(=O)C1(C)CCCN1C(=O)Cc1cccc2ccccc12 (stereo not given),6,-16,-8
COc1ccc(-c2cc(NC(=O)c3ccc(F)cc3F)n(-c3ccc(C)cc3)n2)cc1,9,-11,-10
COCC(C)Nc1nc2ccccc2o1 (stereo not given),1,-4,/
CC(OC(=O)Cn1cnc2ccccc2c1=O)C(=O)N(C)c1ccccc1 (stereo not given),6,-7,/
CCCc1c(C)nn(-c2ccc(C(=O)NCCOC)cc2)c1C,10,-3,0
COc1ccc(N2C(=O)C3C4CC5C(OC2(C(C)C)C53)C4O)cc1 (stereo not given),1,-5,/
N#Cc1cccc(C(=O)N2CCOC(COCc3ccccc3F)C2)c1 (stereo not given),28,-6,/
CCOC(=O)C1CCCN(C(=O)c2cccc(CSc3nc(C)c(C)c(N(C)CCc4ccc(OC)c(OC)c4)n3)c2)C1 (stereo not given),-6,0,-3
Cc1cc(C(=O)N2CC[C@H](N(C)C)C2)c2cccc(C)c2n1,6,-7,/
C=C(C)Cn1c(N2CCN(Cc3cccc4ccccc34)CC2)nc2c1c(=O)[nH]c(=O)n2C,3,-5,/
COc1ccc(-c2nnc3ccc(SCC(=O)Nc4cc(C)cc(C)c4)nn23)cc1OC,0,1,-2

mol,NPYLR7 agonist,hcGAS inh,mcGAS inh
COC(=O)C1=C(C)N(C)C(C)=C(C(=O)OC)C1c1ccccc1OC,19,-1,-8
CC(C)(C)c1cc(N2CCN(Cc3ccc4c(c3)OCO4)CC2)nc(SCc2ccc(C(=O)N3CCCC3)cc2)n1,10,-3,-4
O=C(CNC(=O)Nc1ccc(-n2cccn2)nc1)NC1CCCCC1,1,5,-3
Cc1nnc(NC(=O)c2ccc(OC(C)C)cc2)s1,-8,3,/
COc1cc(N=c2ccccn2C)cc(OC)c1OC,0,-5,/
Cc1ccccc1C(=O)NC(C(=O)N1CCCC1)C1CCN(C(=O)NC(C)C)CC1 (stereo not given),9,-7,-4
O=c1[nH]c(=O)n(C2C[C@@H](O)[C@@H](CO)O2)cc1F (stereo not given in full),-10,1,/
Cc1ccc(NC(=O)CCn2nc3ccccn3c2=O)cc1F,11,-11,/
O=C(/C=C\c1ccc([N+](=O)[O-])cc1)N(Cc1cccnc1)c1nc2c(F)cccc2s1,-22,0,1
CSc1cccc(-n2nnc(C(=O)OCc3ccccc3F)c2C)c1,19,2,0
C[C@H](C(=O)NCCN(C)C)N1Cc2ccc(-c3ccc(C#N)cc3)nc2C1=O,9,-7,-7
O=C(CCc1ccc2c(c1)OCO2)NC1CCc2[nH]c3cc(Cl)cc(Cl)c3c2C1 (stereo not given),36,-4,-1
CCCNC(=O)Cn1cc(OC)c(=O)cc1CN1CCCCCC1,3,-2,-8
COc1ccc(-c2oc3cc(O[C@H]4O[C@H](CO)[C@@H](O)[C@H](O)[C@H]4O)c(OC)c(O)c3c(=O)c2OC)cc1O,-11,2,/
COCc1cc(CN(C)Cc2cc3n(n2)CCCNC3)n[nH]1,1,-6,/

mol,NPYLR7 agonist,hcGAS inh,mcGAS inh
Cc1ccc(NCN2C(=O)c3ccccc3C2=O)nc1,6,-1,/
CC(C)(C)C(=O)NCCC(=O)N1CCC(Nc2ccccc2)C1 (stereo not given),0,-3,/
O=C(Nc1ccc(F)cc1)c1cc(-c2ccccc2Cl)nc2cc(-c3ccccc3)nn12,20,-1,-3
N#CC(C(=O)C(F)(F)F)c1nc2ccccc2s1 (stereo not given),1,44*,/
CCOC(=O)c1sc(N(C)C(=O)c2ccn(C)c(=O)c2)nc1C,2,-2,/
O=C(NC(c1ccc2c(c1)OCO2)c1ccccn1)C1CCN(CCOc2ccc(Cl)cc2Cl)CC1 (stereo not given),6,-4,-2
O=c1c2c(-c3ccccc3)ccnc2[nH]n1-c1ccccc1,-2,-4,/
O=c1[nH]c(=S)[nH]c2sccc12,2,4,/
O=c1nc(N2CCCCC2)ccn1C(N=C(c1ccccc1)N1CCCCC1)=C(Cl)Cl,-3,-7,-7
CCSc1nnc(NC(=O)c2cc([N+](=O)[O-])ccc2Cl)s1,-1,-1,-5
COc1ccc2cc(CN3CCCN(c4ccncc4)CC3)c(=O)[nH]c2c1,5,-5,/
Clc1ccc2nc(CSc3ncnc4sc5c(c34)CCCC5)cn2c1,-5,3,/
Cc1ccc(C)c(-c2csc(NC(=O)C34CC5CC(CC(C5)C3)C4)n2)c1,-7,5,-4
Cc1cccc(NC(=O)c2cc(Oc3ccc([N+](=O)[O-])cc3F)n(C)n2)c1,21,-2,/
Cc1cc(C)cc(CN2CC(c3ccccn3)C2)c1,22,-7,/

mol,NPYLR7 agonist,hcGAS inh,mcGAS inh
CCC(C)NC(=O)CN1C(=O)NC(C)(c2cccc(Br)c2)C1=O (stereo not given),-6,-6,-6
CN(Cc1ccc(Sc2nncn2C)o1)C1Cc2ccccc2C1,-6,-8,-11
CCCCCn1c2ccccc2c2nc3cc(F)ccc3nc21,-15,-2,-4
Cc1ccc(S(=O)(=O)N(Cc2ccccc2C)C(=O)N2CCN(C)CC2)cc1,1,-9,-10
N#Cc1ccc(NC(=O)CCN2CCCC2c2ccsc2)cc1 (stereo not given),1,-5,/
O=c1c2ccccc2[nH]c(=S)n1C1CCN(Cc2ccccc2)C1 (stereo not given),0,-2,-6
COc1ccc(-n2nc(-c3ccc(OC)cc3OC)cc2C(=O)NCCc2ccccn2)cc1,0,-7,-6
Cc1oc(-c2cc(Cl)cc(Cl)c2)c(C)c1-c1nn2c(C)nnc2s1,2,2,/
O=C(c1ccco1)N(CCN1CCOCC1)c1nc2ccc(Cl)cc2s1,18,-4,/
Cc1ccccc1NC(=O)CC(=O)N(C)C1CCN(C)C1 (stereo not given),1,-8,/
CCS(=O)(=O)Oc1cccc(CN(CCOC)C(=O)Nc2ccc(Cl)c(Cl)c2)c1,7,-2,-4
CSCCCNC(=O)c1ccc(-c2cccc(C(F)(F)F)c2)s1,14,-5,-4
O=C(C1CC1)N(Cc1ccccc1)Cc1c(-c2ccccc2)noc1N1CCCC1,2,-9,-6
CCOC(=O)C1=C(C)Nc2ncnn2C1c1ccc(O)cc1 (stereo not given),-3,-6,1
COC(=O)c1ccc(/C=[N+](/[O-])C2(C)CCCCC2=O)cc1 (stereo not given),0,-4,/
CSc1ccc(C(NS(=O)(=O)c2ccccc2F)c2cccc(Cl)c2Cl)cc1 (stereo not given),-5,-1,-3
O=C(NCCn1ncc2c(=O)n(Cc3cccc([N+](=O)[O-])c3)cnc21)c1ccc(F)cc1,2,-6,-9
O=C(NC(c1ccc(F)cc1)c1cnccn1)C1CCN(CCOc2ccccc2)CC1 (stereo not given),5,-5,-2

# Reprinted at random: two entries already listed, in no set order.
mol,NPYLR7 agonist,hcGAS inh,mcGAS inh
N#Cc1cccc(C(=O)N2CCOC(COCc3ccccc3F)C2)c1 (stereo not given),28,-6,/
COc1ccc(-c2cc(NC(=O)c3ccc(F)cc3F)n(-c3ccc(C)cc3)n2)cc1,9,-11,-10

# Source: PubChem BioAssay
